# Compound activity from PubChem BioAssay.
# T cell modulator: modulators of CD8 T cell-vesicle binding, primary screen, mouse 2C CD8+ T cells, flow cytometry | 2C CD8+ T cell-vesicle binding; hits give low values | calls only at 7 µM | hit rate 0.068% among 330,000 | AID 2052, 2009;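 active = response, share of CD8 T cells binding vesicles, and their 90th percentile fluorescence all below set limits, cut at about 80% in these data, passing the limit was not always enough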
#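 Read-out – percent CD8+ FL2 mean versus row control · System – murine 2C transgenic CD8+ T lymphocytes · Times – 1.5 h cell–vesicle binding at 37 °C, then 20 min icy labelling · Control set – naked vesicles low, QL9 vesicles with vehicle high · Detection – cytometric PE anti-B7-1 and Alexa647 anti-CD8 signals after 1% paraformaldehyde fixation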
# PhoP inhibition: inhibitors of PhoP regulon expression, primary screen, Salmonella Typhimurium, GFP reporter (AID 1863); S. Typhimurium PhoP-regulated promoter GFP reporter, 4 h; higher % means a stronger effect; inhibition, % at 50 µM; hits with a dose series show IC50 in µM; hit rate 0.16% among 300,000;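 active = inhibition over 29.93%, a cutoff 3 SD above the screen mean, later confirmed by dose response; inconclusive = inhibition over 29.93% but no dose response follow-up; inactive = inhibition at most 29.93% or unconfirmed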;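 also: 0% = low Mg2+ inducing control and 100% = high Mg2+ repressing control; strong numbers were not always called active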
# RSV CPE inhibition: RSV antiviral activity via CPE protection, HEp-2 cells, primary 10 µM value included (AID 2391). HEp-2 cells, RSV-induced CPE inhibition; higher % means a stronger effect. one-dose CPE inhibition, % at 10 µM; IC50 in µM for titrated hits. hit rate 0.13% among 310,000; in the data active = a potency from the dose series; inconclusive = CPE inhibition mostly from about 23% at the one dose, without a potency; inactive = the rest, 99 in 100 with CPE inhibition below about 21%; also: strong numbers were not always called active
# West Nile antiviral: West Nile virus antiviral activity, cell-based, CPE readout (AID 1621) | CPE inhibition, % at 10 µM; hits with a dose series show IC50 in µM | hit rate 0.02% among 290,000 | West Nile virus-infected cells, CPE inhibition; higher % means a stronger effect; in the data active = a potency from the dose series; inconclusive = CPE inhibition mostly from about 3.7% at the one dose, without a potency; inactive = the rest, 99 in 100 with CPE inhibition below about 2.2%; also: strong numbers were not always called active
# NTR1 ag: agonists of NTR1, primary screen, imaging, U2OS cells, beta-arrestin-GFP, high content (AID 493036); NTR1-U2OS beta-arrestin-GFP spot imaging, agonist mode; hit rate 0.17% among 330,000; activation, % at 20 µM;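 active = activation at or above 40% of the spot to cytoplasm intensity ratio, with at least 20 cells analyzed; inconclusive = wells under 20 cells, flagged as cytotoxic or low count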;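 also: 0% = DMSO without peptide and 100% = 100 nM NTR1 peptide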
# Target sequence (P30989 whole entry, looked up): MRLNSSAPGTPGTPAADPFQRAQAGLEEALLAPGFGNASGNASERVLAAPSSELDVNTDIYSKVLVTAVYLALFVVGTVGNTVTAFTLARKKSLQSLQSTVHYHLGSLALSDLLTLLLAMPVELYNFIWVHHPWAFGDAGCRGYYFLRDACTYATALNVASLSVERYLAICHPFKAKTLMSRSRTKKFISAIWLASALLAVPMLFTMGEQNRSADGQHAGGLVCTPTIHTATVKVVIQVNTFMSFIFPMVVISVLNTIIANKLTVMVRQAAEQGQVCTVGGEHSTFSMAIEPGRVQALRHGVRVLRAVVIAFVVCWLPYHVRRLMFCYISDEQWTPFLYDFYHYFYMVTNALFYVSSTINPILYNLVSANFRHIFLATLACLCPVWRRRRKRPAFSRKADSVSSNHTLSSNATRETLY
# UTI89 phage lysis: inhibition of K1F phage lysis, E. coli UTI89, bacterial capsule biogenesis inhibitors, alamar blue (AID 488966); hit rate 0.02% among 340,000; inhibition, % at 100 µM, or IC50 in µM where a hit was titrated; E. coli UTI89 K1F phage lysis, alamar blue, 2 h; higher % means a stronger effect;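 active = phage lysis inhibition, versus mean bacterial control, above a set limit; inconclusive = no clear call, values can overlap the other calls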;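 also: capsule biogenesis inhibitors block K1F phage lysis so surviving cells raise fluorescence; higher fluorescence means more inhibition of phage lysis; actives were called in the ten point dose series up to 300 µM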
# NS5 inhibitors: Dengue-2 NS5 methyltransferase inhibitors, primary screen, biochemical, confirmation dose response (AID 588689). Dengue-2 NS5 methyltransferase capping enzyme assay, biochemical; higher % means a stronger effect. one-dose inhibition, % at 25 µM; IC50 in µM for titrated hits. hit rate 0.3% among 340,000; in the data active = a potency from the dose series; inconclusive = inhibition above about 29% without an active follow-up result
# SV40 large T antigen: SV40 large T antigen inhibitors, biochemical (AID 1903); SV40 large T antigen ATPase/helicase inhibition assay; higher % means a stronger effect; inhibition, % at 20 µM, or IC50 in µM where a hit was titrated; hit rate 0.39% among 310,000; in the data active = a potency from the dose series; inconclusive = inhibition mostly from about 32% at the one dose, without a potency; inactive = the rest, 99 in 100 with inhibition below about 32%; also: strong numbers were not always called active
# MgcRacGAP inhibition: MgcRacGAP GTPase-activating activity inhibitors, confirmation, biochemical, ADP Hunter fluorescence; Rac GTPase-activating protein 1 (Homo sapiens); hit rate 0.6% among 340,000; MgcRacGAP-stimulated Rac1 GTP hydrolysis, ADP Hunter fluorescence; higher % means a stronger effect; GST-tagged Rac1 F28L mutant substrate; inhibition, % at 30 µM; hits with a dose series show IC50 in µM; AID 624330, 2012;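 active = first-screen hits whose inhibition reached a set limit at any dose in the follow-up dose series; inconclusive = inhibition above the set first-screen limit but never retested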;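 also: fluorescence reports GDP produced by GAP-driven GTP hydrolysis; strong numbers were not always called active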
# T cell modulator vesicle-bound %: recorded beside T cell modulator, whose call it bears; double positive events, %; measured here: CD8+ vesicle-bound cell fraction;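 binding gate set so that unloaded-vesicle control wells show 10% double positive cells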
# NTR1 ag cell count 20 µM: further read-out of NTR1 ag, marked with its call; cell count; measured here: cell count, cytotoxicity flag
# NS5 inhibitors pilot replicate: also measured in NS5 inhibitors; calls as there; inhibition, %; measured here: pilot screen replicate inhibition
# Active calls of the source: *; i = inactive; u = inconclusive; x = no result given; & = joins results of further samples; [ ] = remark or other dose.
SMILES,T cell modulator,T cell modulator vesicle-bound %,PhoP inhibition,RSV CPE inhibition,West Nile antiviral,NTR1 ag,NTR1 ag cell count 20 µM,UTI89 phage lysis,NS5 inhibitors,SV40 large T antigen,MgcRacGAP inhibition,others
COc1ccc(NC(=O)CSc2nc3ccsc3c(=O)n2Cc2ccccn2)c(OC)c1,i,37.3,-7.4%,3.0%,0.3%,0.5,78,0.1%,-2.3%,12.6%,10.0%,
O=C(O)CC(Cc1ccccc1)c1ccc2c(c1)OCO2 (centres undefined),i,43.6,19.9%,2.1%,x,-0.6,82,0.1%,-5.2%,-4.0%,5.8%,
CC(C)(C)NC(=O)CN(Cc1ccc2c(c1)OCO2)C(=O)CNC(=O)c1cccs1,i,40.5,5.9%,-0.8%,-0.9%,1.1,54,x,x,-0.9%,x,
Cc1cccc(-c2c3c(=O)n(C)c(=O)n(C)c3cn2C2CCCCC2)c1,i,24.9,-1.7%,13.2%,0.2%,4.6,76,-0.1%,-1.0%,-0.1%,3.2%,
NNC(=S)NCCc1ccccc1,i,29.3,-4.1%,-1.5%,-0.6%,-1.1,67,3.2%,-3.7%,4.0%,6.2%,
O=S(=O)(c1cccs1)N1CN(Cc2ccccc2)c2nc3ccccc3nc21,i,19.8,-7.3%,3.4%,0.0%,2.6,49,-0.2%,-1.1%,-4.5%,11.5%,
CCN(CC)c1ncnc2c1cnn2C,i,19.9,-14.0%,1.1%,0.0%,-0.4,66,0.1%,0.7%,-1.4%,1.9%,
CCCOc1ccc(/C(O)=C2/C(=O)C(=O)N(CCCOC)C2c2cccnc2)cc1 (centres undefined),i,54.7,-4.9%,1.9%,0.1%,-0.3,29,0.2%,-6.8%,7.7%,12.6%,
COc1ccc(C(=O)Nc2cccnc2)cc1,i,38.5,-9.4%,-2.1%,-0.1%,0.2,63,1.0%,-4.5%,-1.1%,5.7%,
CCOc1ccc(Nc2nc(Cl)nc(NCCO)n2)cc1,i,5.9,2.2%,2.5%,-0.9%,1.0,73,2.6%[50 µM],-5.2%,13.0%,7.2%,
O=C(Nc1ccccc1)c1cc([N+](=O)[O-])ccc1NC1CCCCC1,i,19.4,-7.0%,2.7%,-1.1%,8.4,39,0.1%[50 µM],1.9%,8.7%,4.5%,
COc1ccccc1CN1CCNC(=O)C1CC(=O)NC1CCCCCC1 (centres undefined),i,6.5,3.9%,-0.3%,-0.7%,1.1,54,1.4%[50 µM],0.0%,21.3%,9.6%,
O=C(NCc1ccccn1)c1cc(-c2ccncc2)nc2ccccc12,i,59.2,-2.4%,2.1%,x,-0.7,53,1.7%[50 µM],-4.4%,4.0%,7.8%,
Cc1onc(-c2ccccc2)c1C(=O)Nc1cccc(S(=O)(=O)N2CCCCC2)c1,i,37.9,x,x,x,1.9,56,-0.1%,6.5%,x,0.2%,
CCCCn1c(N)c(N(CCOC)C(=O)c2cc(C)oc2C)c(=O)[nH]c1=O,i,35.9,-10.2%,-0.9%,x,-0.8,55,1.1%[50 µM],-7.3%,5.0%,7.1%,
CN1CCN(Cc2cc(=O)oc3ccc(Cl)cc23)CC1,i,59.6,8.2%,0.5%,0.0%,-0.8,83,0.2%,-2.5%,13.4%,-1.6%,
O=C(CCN1C(=O)/C(=C/C=C/c2ccccc2)SC1=S)Nc1nccs1,i,54.6,2.6%,2.8%,x,29.2,61,1.1%,-15.2%,4.6%,-3.7%,
CC(C(=O)N1CCc2ccccc21)N1CCN(Cc2ccc(Cl)cc2)CC1 (centres undefined),i,28.9,0.7%,0.2%,-0.6%,0.4,43,0.4%,0.8%,2.8%,9.1%,
Cc1ccc(-n2ncc3c(N4CCN(c5ccccc5)CC4)ncnc32)c(C)c1,i,24.7,38.5%,1.0%,0.8%,61.9*,83*,0.2%,-8.7%,0.8%,3.1%,
O=C(N/N=C/c1ccccn1)C(=O)N1CCCCCC1,i,30.8,-7.4%,-2.8%,0.0%,0.6,39,-0.3%,-3.9%,2.6%,-7.3%,
CC1CCCC(C)N1S(=O)(=O)c1ccc(NC(=O)CNC2CCCC2)cc1 (centres undefined),i,41.7,1.3%,0.9%,-0.4%,1.5,50,0.7%,-0.9%,-5.6%,-2.5%,
Cc1c(NC(=O)c2cn3ccccc3n2)cccc1-n1cnnn1,i,31.0,-9.0%,0.6%,0.1%,-0.8,71,0.2%[50 µM],0.0%,1.8%,14.3%,
CCCNC(=O)CSc1nc(-c2cccs2)cc(C(F)(F)F)n1,i,3.6,6.8%,3.9%,-0.3%,-2.8,78,0.4%,1.6%,9.5%,5.0%,
Cc1csc(SC(C)C(=O)Nc2ccc(Cl)cn2)n1 (centres undefined),i,28.7,3.1%,1.6%,0.2%,1.2,68,1.1%,-1.2%,1.0%,9.9%,
CC(C)C(=O)Nc1cccc(C(=O)Nc2nccs2)c1,i,47.0,1.9%,2.0%,-0.1%,-2.8,94,0.1%,0.4%,7.4%,5.9%,
CC(=O)c1ccc(OC(=O)CCN2c3ccccc3Sc3ccccc32)cc1,i,40.5,-1.2%,7.8%,0.2%,-0.8,52,-2.1%,-9.1%,23.4%,21.1%,
COc1ccc(Nc2nnc(SC(C(=O)Nc3cc(C)ccc3C)c3ccccc3)s2)cc1 (centres undefined),i,43.7,2.5%,10.1%,-0.7%,1.6,80,0.1%,-4.5%,16.6%,5.7%,
CC(=O)c1ccc(N=Nc2ccc(C)cc2)cc1,x,x,7.4%,x,0.5%,-0.2,83,1.7%,-1.6%,10.7%,3.6%,
C/C(=N\NC(=O)COc1ccccc1F)c1cc2ccccc2o1,i,20.8,-5.1%,9.7%,-0.5%,9.7,65,1.7%[50 µM],1.9%,2.9%,5.1%,
Nc1nc(CSc2ncccn2)nc(Nc2ccccc2)n1,i,50.5,8.8%,-0.3%,0.5%,0.7,45,0.0%,-3.5%,-1.7%,2.5%,
CCOc1ccc(NC(=O)Nc2cccc(C(=O)O)c2)cc1,i,55.7,-3.9%,0.6%,-0.1%,1.0,57,2.0%,-11.1%,6.1%,30.3%,
Cc1cccc(-c2nn(-c3ccccc3)cc2C(=O)N2CCN(C3CCS(=O)(=O)C3)CC2)c1 (centres undefined),i,35.9,x,0.0%,x,1.3,62,0.4%[50 µM],3.8%,x,5.8%,
O=C(Nc1ccc2c(c1)OCCO2)c1ccc(NC(=O)C2CCCO2)cc1 (centres undefined),i,18.4,-3.3%,2.3%,0.0%,-1.3,75,0.1%,-6.4%,14.6%,-1.7%,
c1ccc(CNc2ncnc3sc4c(c23)CCCC4)nc1,i,50.4,2.2%,6.5%,0.0%,5.6,33,7.4%,-4.5%,15.9%,6.5%,
Cc1cn([C@H]2C=C[C@@H](CO)O2)c(=O)[nH]c1=O,i,11.6&28.6,2.3%&2.2%,-1.2%&2.3%,0.3%,2.6&-1.5,53&53,i,0.8%&-5.8%,8.6%&19.6%,-3.4%&4.0%,
Cc1ccc(N=C2NC(=O)/C(=C/c3cccnc3)S2)c(C)c1,i,26.5,-9.0%,7.7%,1.3%,1.7,52,-0.9%,2.3%,15.0%,1.1%,
O=C(OCC(F)(F)F)c1cccc(COc2ccc3ccccc3c2)c1,i,33.1,-7.8%,3.1%,0.1%,0.9,52,-0.1%,-10.2%,0.3%,4.3%,
CC1(C)OC2OC(C(=O)N/N=C/c3ccccc3F)C3OC(C)(C)OC3C2O1 (centres undefined),i,62.3,8.6%,0.6%,0.3%,-1.5,99,0.0%,2.7%,11.0%,7.6%,
CCOc1ccc(NCc2cccn2-c2nnc(N3CCC(C(=O)NCCCN4C(C)CCCC4C)CC3)s2)cc1 (centres undefined),i,38.6,-3.2%,-1.1%,-0.3%,-0.5,56,0.5%,-6.2%,u,u,
COc1cccc(NC(=O)CN(C)C(C)C(=O)NC(=O)NC2CCCCC2)c1 (centres undefined),i,41.5,x,1.5%,x,1.3,46,-0.1%[50 µM],-1.9%,x,1.7%,
CN(CCOC(=O)c1ccc2c(c1)OCCO2)Cc1ccccc1,i,27.5,1.7%,0.5%,0.0%,-0.1,60,1.4%,1.6%,27.2%,6.4%,
O=C(Oc1ccccc1OC(=O)N1CCOCC1)N1CCOCC1,i,41.8,-11.9%,3.1%,x,-3.6,48,0.2%,-4.8%,1.2%,13.1%,
Cc1onc(-c2c(Cl)cccc2Cl)c1C(=O)c1c[nH]c(C(=O)NC2CC2)c1,i,23.9,7.5%,-0.3%,0.5%,2.3,88,2.6%,-4.1%,2.0%,2.7%,NS5 inhibitors pilot replicate=-0.6
O=C(c1ccco1)N1CCN(Cc2cc(=O)oc3cc(O)ccc23)CC1,i,41.9,x,1.1%,x,-1.2,64,1.2%[50 µM],2.2%,x,4.3%,
CC(C)CN(CC(C)C)C(=O)c1cc2c(=O)n3ccccc3nc2s1,i,3.4,4.1%,4.1%,-0.6%,6.1,88,-0.2%,-9.2%,-3.0%,x,
Cc1nc(SCC(=O)NCC2CCCO2)[nH]c(=O)c1C (centres undefined),i,41.0,-1.9%,0.8%,x,-0.8,57,-0.4%[50 µM],-6.5%,11.8%,-5.0%,
Cc1cccc(NC(=O)CCSc2ccccn2)c1,i,0.0,-0.9%,0.7%,0.8%,1.3,49,2.2%,-1.8%,-8.2%,6.9%,
CCC(C)C(=O)Nc1nc(C)c(-c2csc(Nc3ccc(Cl)cc3)n2)s1 (centres undefined),x,x,-15.3%,-0.6%,0.4%,4.5,65,0.4%,-17.6%,8.7%,3.1%,

# Random excerpt: 2 records from the list, in no set order.
SMILES,T cell modulator,T cell modulator vesicle-bound %,PhoP inhibition,RSV CPE inhibition,West Nile antiviral,NTR1 ag,NTR1 ag cell count 20 µM,UTI89 phage lysis,NS5 inhibitors,SV40 large T antigen,MgcRacGAP inhibition,others
O=C(c1ccco1)N1CCN(Cc2cc(=O)oc3cc(O)ccc23)CC1,i,41.9,x,1.1%,x,-1.2,64,1.2%[50 µM],2.2%,x,4.3%,
CN(CCOC(=O)c1ccc2c(c1)OCCO2)Cc1ccccc1,i,27.5,1.7%,0.5%,0.0%,-0.1,60,1.4%,1.6%,27.2%,6.4%,
